# Bioassay records: PubChem BioAssay, several laboratories
# hERG protect = hERG (human) protection from proarrhythmic block. Q12809. CHO-hERG, FluxOR thallium flux, dofetilide IC70 present. activation (rescue from dofetilide block), less the hit threshold, % at 10 µM. hit rate 0.51% among 310,000. AID 1511;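 active means activation above the mean of controls blocked by dofetilide plus 5 SD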;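 further: thallium influx through hERG after potassium depolarization seen as dye fluorescence rise; in these data hits start at about 4.7%; inactives centre near -7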
# KCNK3 inh = human KCNK3 channel inhibition, primary screen. CHO-KCNK3 thallium flux, FluxOR fluorescence; active compounds read low. B-score at 10 µM. O14649. hit rate 0.84% among 340,000;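 active means B-score under library mean minus 4 SD, starting fluorescence ratio at most library mean plus 5 SD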;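 further: more negative B-score means stronger inhibition of thallium flux through KCNK3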
# KCNK9 block = blocks the human KCNK9 two-pore domain potassium channel | Q9NPC2 | HEK293 KCNK9, FluxOR thallium flux fluorescence; active compounds read low | B-score at 10 µM | hit rate 1.2% among 310,000;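 active means ratio B-score over 3 SD below the library mean, with starting fluorescence within 5 SD of its mean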;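 further: negative B-score means less thallium flux so channel inhibition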
# Platelet DG rel = modulates dense granule release in human platelets. human platelet-rich plasma, SFLLRN dense granule ATP release, luminescence. inhibition, %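 (compounds screened at 7.5 µM in platelet-rich plasma)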. hit rate 0.22% among 300,000;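 active means mean replicate score, as percent of positive control, at or above 50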
# TRPC4 inh = blocks the mouse TRPC4 cation channel; Q9QUQ5; HEK293 TRPC4beta/mu-opioid, DAMGO-evoked Fluo4 calcium flux; active compounds read low; B-score at 10 µM; hit rate 0.39% among 300,000; AID 2247;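 active means B-score over 3 SD under the library average, no early fluorescence shift, positive overall ratio signal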
# Target sequence (Q9QUQ5 whole entry, looked up): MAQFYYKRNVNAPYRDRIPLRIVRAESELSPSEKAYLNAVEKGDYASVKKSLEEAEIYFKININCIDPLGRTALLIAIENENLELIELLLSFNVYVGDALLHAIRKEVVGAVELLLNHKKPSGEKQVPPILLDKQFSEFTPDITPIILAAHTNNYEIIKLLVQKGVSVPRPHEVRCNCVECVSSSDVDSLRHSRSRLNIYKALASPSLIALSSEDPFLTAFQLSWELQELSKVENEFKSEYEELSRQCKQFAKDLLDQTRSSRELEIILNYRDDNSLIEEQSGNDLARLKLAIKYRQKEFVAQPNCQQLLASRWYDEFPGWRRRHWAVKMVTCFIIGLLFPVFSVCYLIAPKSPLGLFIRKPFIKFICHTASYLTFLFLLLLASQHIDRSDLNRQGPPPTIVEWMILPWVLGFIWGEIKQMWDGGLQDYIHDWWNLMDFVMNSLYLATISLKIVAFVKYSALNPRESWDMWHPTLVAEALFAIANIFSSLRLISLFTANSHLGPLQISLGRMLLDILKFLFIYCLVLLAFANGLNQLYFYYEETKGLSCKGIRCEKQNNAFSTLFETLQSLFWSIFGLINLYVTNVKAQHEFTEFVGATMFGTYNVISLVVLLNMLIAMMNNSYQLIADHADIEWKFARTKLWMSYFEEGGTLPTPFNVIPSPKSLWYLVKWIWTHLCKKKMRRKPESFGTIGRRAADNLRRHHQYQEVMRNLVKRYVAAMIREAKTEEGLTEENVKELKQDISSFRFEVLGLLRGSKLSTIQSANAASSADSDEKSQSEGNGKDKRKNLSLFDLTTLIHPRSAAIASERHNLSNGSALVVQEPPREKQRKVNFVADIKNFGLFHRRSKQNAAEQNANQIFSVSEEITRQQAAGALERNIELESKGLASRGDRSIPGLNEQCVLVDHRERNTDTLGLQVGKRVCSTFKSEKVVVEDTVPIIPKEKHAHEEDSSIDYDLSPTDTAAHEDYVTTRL
#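 Assay system: HEK293 cells with stable TRPC4beta plus mu-opioid receptor expression; Probe or stimulus: DAMGO in two steps, submaximal then maximal; Dosing: single-point compound dosing; Measured by: Fluo4 calcium-dye fluorescence, kinetic read; Read-out basis: B score from integrated Fluo4 fluorescence ratio.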
# TRPC4 potent = allosteric potentiators of mouse TRPC4 channel | Q9QUQ5 | HEK293 TRPC4beta/mu-opioid, DAMGO EC20, Fluo-4 Ca2+ flux; active compounds read high | B-score at 10 µM | hit rate 0.42% among 310,000;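 active means B-score of calcium response area above 5 SD of library B-scores, with initial fluorescence ratio within 5 SD of library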;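 further: B-score of integrated fluorescence ratio over time as area under calcium response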
# PolyA inh = inhibitors of polyadenylation in S. cerevisiae; S. cerevisiae SKY197-pL101 polyadenylation reporter, beta-gal luminescence; efflux-impaired pdr1/pdr3 knockout yeast; score 100 = 6 SD above DMSO; calls only at 12 µM; hit rate 0.02% among 300,000; AID 1875;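 active means lowest replicate activity score at least 50, where 100 means six control SD above control mean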;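 further: yeast exposed to compound for 9 h at 30 °C; higher score means more reporter readthrough which indicates perturbed polyadenylation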
# KCNQ1 pot = potentiates or activates the human KCNQ1 potassium channel; hit rate 0.35% among 310,000; P51787; AID 2648; CHO-K1 KCNQ1, thallium flux FluxOR fluorescence; active compounds read high; B-score at 10 µM;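 active means fluorescence ratio B-score, a plate-corrected score, at least three library SD, with initial intensity B-score within 5 SD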
#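 System: Stable KCNQ1 CHO-K1 line | Incubation: 90 min dye loading and 20 min compound exposure, both at room temperature | Measure: Ratio B score | Medium: Assay buffer for compound exposure, DMSO matched across wells | Compound dosing: Single-concentration screen | Probe or stimulus: K+/Tl+ depolarizing stimulus | Measured by: Kinetic FluxOR fluorescence, 10 s baseline plus 110 s post-stimulus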
# TRPC4 act = TRPC4 (mouse) channel activation; hit rate 0.49% among 310,000; B-score at 10 µM; HEK293 TRPC4beta/mu-opioid, Fluo4 calcium fluorescence; active compounds read high;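 active means B-score above 5 SD of library B-scores, and initial fluorescence ratio not above library mean plus 5 SD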;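 further: positive B-score marks a calcium rise read as TRPC4 activation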
#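 Incubation: 45 min room-temperature Fluo4 loading, 110 s read / System: HEK293 cells stably co-expressing mouse TRPC4beta and mu-opioid receptor / Signal: Fluo4 fluorescence, kinetic / Control set: buffer (low) and maximal DAMGO (high) / Measure: integrated baseline-normalised fluorescence ratio, converted to per-well B score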
# Dyrk1A ADPGlo = blocks rat Dyrk1A kinase activity; Q63470; ADP-Glo luminescence, NFATc1 peptide; inhibition, % at 12.5 µM; hit rate 0.43% among 310,000; in the data active means inhibition above about 50%;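 further: plate controls were vehicle with enzyme for no effect and no enzyme for full effect; many of its hits are not listed in these tables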
# KCNQ1 block = inhibitors of human KCNQ1 potassium channel; P51787; CHO-K1 KCNQ1, FluxOR thallium flux fluorescence; active compounds read high; B-score at 10 µM; hit rate 1.3% among 310,000; AID 2642;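 active means compounds whose thallium flux B-score, printed positive for inhibition, exceeds three library SD while starting fluorescence stays within three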;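 further: channel opened by potassium depolarization with thallium stimulus after 20 min compound exposure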
# An asterisk follows results filed as active; i = inactive; · = no result given. An excerpt (hit frequency here may not be typical).
# Every second line gives: KCNK9 block, TRPC4 act, hERG protect, KCNQ1 pot, Dyrk1A ADPGlo, TRPC4 inh, PolyA inh, TRPC4 potent, KCNK3 inh, KCNQ1 block, Platelet DG rel
(1) O=C(CS(=O)(=O)c1ccccc1)NCc1ccc(Cl)cc1
 : i, i, -5, i, 1, i, i, i, i, i, -5
(2) O=S(=O)(NC(=NC1CCCCC1)c1ccccc1F)c1ccccc1
 : i, i, -6, i, 5, i, i, i, i, i, 25
(3) CN1CCN(C(=O)c2cnn3c(C(F)F)cc(C4CC4)nc23)CC1
 : i, i, 0, i, -13, i, i, i, i, i, 3
(4) COc1ccc(Cl)cc1C(=O)n1nc(C)cc1C
 : i, i, -13, i, 2, i, i, i, i, i, -4
(5) CC(C)NC(=O)[C@@H]1CSC2c3ccccc3C(=O)N21 (stereo partly specified)
 : i, i, -9, i, 2, i, i, i, i, i, -2
(6) COc1ccc(-c2noc(CN(C)S(=O)(=O)c3ccc(C)cc3)n2)cc1
 : i, i, -12, i, 1, i, i, i, i, i, 1
(7) CC(C)Cc1nnc(NC(=O)CCC(=O)Nc2ccc(F)cc2)s1
 : i, i, -5, i, 4, i, i, i, i, i, 4
(8) COc1ccccc1OCC(O)Cn1c(=N)n(CCN2CCCCC2)c2ccccc21 (stereo unspecified)
 : i, i, -17, i, 5, i, i, i, i, i, -1
(9) O=C(O)CCC(=O)Nc1ccc(N2CCCCC2)c(C(=O)O)c1
 : i, i, -4, i, -3, i, i, i, i, i, -13
(10) Cc1csc(NC(=O)CN2C(=O)c3ccccc3S2(=O)=O)n1
 : i, i, -4, i, 2, i, i, i, i, i, 0

# The list goes on (2 carried over from the part before).
# Every second line gives: KCNK9 block, TRPC4 act, hERG protect, KCNQ1 pot, Dyrk1A ADPGlo, TRPC4 inh, PolyA inh, TRPC4 potent, KCNK3 inh, KCNQ1 block, Platelet DG rel
(9) O=C(O)CCC(=O)Nc1ccc(N2CCCCC2)c(C(=O)O)c1
 : i, i, -4, i, -3, i, i, i, i, i, -13
(10) Cc1csc(NC(=O)CN2C(=O)c3ccccc3S2(=O)=O)n1
 : i, i, -4, i, 2, i, i, i, i, i, 0
(11) COC(=O)c1cccc(NC(=O)/C=C/c2ccc([N+](=O)[O-])cc2)c1
 : i, i, -10, i, -2, i, i, i, i, i, 20
(12) O=C(NCCCl)Nc1ccccc1OCCOc1ccccc1NC(=O)NCCCl
 : -7*, i, -9, i, 1, i, i, i, i, i, 4
(13) Cc1ccc(S(=O)(=O)NCCn2nc(C)nc2C)cc1
 : i, i, -4, i, -4, i, i, i, i, i, 3
(14) N#Cc1ccc(COC(=O)Cn2nnc(-c3ccccc3)n2)cc1
 : i, i, -8, i, 8, i, i, i, i, i, -1
(15) CC(c1nc2ccccc2c(=O)[nH]1)N1CCN(C)CC1 (stereo unspecified)
 : i, i, -7, i, 15, i, i, i, i, i, 1
(16) O=C(N/N=C\c1cn[nH]c1-c1ccccc1)c1cccs1
 : i, i, -14, i, -4, i, i, i, i, i, -1
(17) Cc1ccc(-n2c(C)nn(CCOc3ccccc3)c2=O)cc1
 : i, i, -6, i, -3, i, i, i, i, i, -1
(18) Cc1cccc(C)c1NC(=O)CSc1nc2c([nH]1)c(=O)n(C)c(=O)n2C
 : i, i, -5, i, 2, i, i, i, i, i, 2
(19) Cc1ccc(-c2nc(C)sc2CC(=O)OCC(=O)Nc2cccc([N+](=O)[O-])c2)cc1
 : i, i, -17, i, 0, i, i, i, i, i, 3
(20) Cc1onc(-c2ccccc2Cl)c1C(=O)N(C)CC(=O)Nc1ccc(F)c(F)c1F
 : i, i, -7, i, 13, i, i, i, i, i, -1

# Next section.
# Every second line gives: KCNK9 block, TRPC4 act, hERG protect, KCNQ1 pot, Dyrk1A ADPGlo, TRPC4 inh, PolyA inh, TRPC4 potent, KCNK3 inh, KCNQ1 block, Platelet DG rel
(21) N#Cc1c(NC(=O)c2cc([N+](=O)[O-])ccc2N2CCOCC2)sc2c1CCCC2
 : i, i, -8, i, 7, i, i, i, i, i, 1
(22) O=C(Nc1ccc(F)cc1)c1ccc(CSc2ccccc2)o1
 : i, i, -3, i, -2, i, i, i, i, i, 11
(23) CC(C)C(=O)NCCc1nc2ccccc2n1C
 : i, i, -15, i, 6, i, i, i, i, i, -15
(24) COC(=O)c1ccc(NC(=O)CN2CCC(NC(=O)c3ccco3)CC2)cc1
 : i, i, -8, i, -3, i, i, i, i, i, -1
(25) Cc1ccc(S(=O)(=O)Nc2nc(C)c(C(=O)N/N=C/c3ccccc3)s2)cc1
 : i, i, -4, i, -3, i, i, i, i, i, -2
(26) CC(C)(C)c1cc2cccnc2n1Cc1cccc(F)c1
 : i, i, -11, i, 5, -6*, i, i, i, i, 2
(27) COc1ccc(OC)c(S(=O)(=O)N2CCC(C(=O)NC3CCCCCC3)CC2)c1
 : i, i, -6, i, -2, i, i, i, i, i, -14
(28) Cn1c(-c2ccc(C=O)s2)nc2c3ccccc3c3ccccc3c21
 : -10*, i, -5, i, 2, i, i, i, i, 7*, 8
(29) Cc1nc(-c2ccc(F)cc2)c(CC(=O)N(C)CC(=O)Nc2ccc(Br)cc2C)s1
 : i, i, -8, i, -3, i, i, i, i, i, -17
(30) CCOC(=O)N1CCN(C(=O)CCS(=O)(=O)c2ccc3c(c2)CC(C)N3C(=O)CC)CC1 (stereo unspecified)
 : i, i, -9, i, -3, i, i, i, i, i, 1

# Going on with the list:
# Every second line gives: KCNK9 block, TRPC4 act, hERG protect, KCNQ1 pot, Dyrk1A ADPGlo, TRPC4 inh, PolyA inh, TRPC4 potent, KCNK3 inh, KCNQ1 block, Platelet DG rel
(31) O=C(Nc1nc2ccccc2n1CCN1CCOCC1)c1ccc(Cl)cc1
 : i, i, -1, i, ·, i, i, i, i, i, -13
(32) COc1cccc2cc(C(N)=O)/c(=N\NC(=O)c3ccccc3)oc12
 : i, i, -6, i, 18, -6*, i, i, i, i, 3
(33) C=CCNC(=O)CSc1nnc(-c2ccncc2)n1CCc1ccccc1
 : i, i, -5, i, 11, i, i, i, i, i, -1
(34) C=CCNC(=O)c1ccccc1Cl
 : i, i, -6, i, -4, i, ·, i, i, i, 7
(35) O=C(CSc1n[nH]c(-c2ccncc2)n1)NCCc1ccccc1
 : i, i, -5, i, 5, i, i, i, i, i, -21
(36) CS(=O)(=O)N1CCC(C(=O)NCc2ccc(F)cc2)CC1
 : i, i, -3, i, 1, i, i, i, i, i, 1
(37) CNS(=O)(=O)c1ccc(NC(=O)c2cncc(Br)c2)cc1
 : i, i, -6, i, -1, i, i, i, i, i, 5
(38) CCc1noc(C)c1C(=O)Nc1nc(-c2cc(OC)ccc2OC)cs1
 : i, i, -16, i, 17, i, i, i, i, i, -2
(39) O=S(=O)(Nc1ccccc1)c1cccc2nsnc12
 : i, i, -5, i, -1, i, i, i, i, i, 16
(40) CC(=O)Nc1nonc1-c1nc2ccccc2n1N(C(C)=O)C(C)=O
 : i, i, -8, i, -4, i, ·, i, i, i, -1

# Brought forward from above: 5 compounds; new compounds follow.
# Every second line gives: KCNK9 block, TRPC4 act, hERG protect, KCNQ1 pot, Dyrk1A ADPGlo, TRPC4 inh, PolyA inh, TRPC4 potent, KCNK3 inh, KCNQ1 block, Platelet DG rel
(36) CS(=O)(=O)N1CCC(C(=O)NCc2ccc(F)cc2)CC1
 : i, i, -3, i, 1, i, i, i, i, i, 1
(37) CNS(=O)(=O)c1ccc(NC(=O)c2cncc(Br)c2)cc1
 : i, i, -6, i, -1, i, i, i, i, i, 5
(38) CCc1noc(C)c1C(=O)Nc1nc(-c2cc(OC)ccc2OC)cs1
 : i, i, -16, i, 17, i, i, i, i, i, -2
(39) O=S(=O)(Nc1ccccc1)c1cccc2nsnc12
 : i, i, -5, i, -1, i, i, i, i, i, 16
(40) CC(=O)Nc1nonc1-c1nc2ccccc2n1N(C(C)=O)C(C)=O
 : i, i, -8, i, -4, i, ·, i, i, i, -1
(41) CCNC(=S)N1N=C2c3ccccc3CCC2C1c1ccc(F)cc1 (stereo unspecified)
 : i, i, -6, i, ·, i, i, i, i, i, 18
(42) CC(OC(=O)c1cc(Cl)ccc1[N+](=O)[O-])C(=O)NC(C)c1ccc(F)cc1 (stereo unspecified)
 : i, i, -9, i, 2, i, i, i, i, i, -2
(43) Cc1ccc(OCC(O)CN2CCN(c3ccccc3)CC2)cc1 (stereo unspecified)
 : i, i, 2, i, -4, i, i, i, i, i, 0
(44) O/N=C/c1cccnc1Sc1ccccc1
 : i, i, -9, i, 8, i, i, i, i, i, 3
(45) CCOc1ccc(CN(C(=O)c2ccco2)C2CCS(=O)(=O)C2)cc1 (stereo unspecified)
 : i, i, -9, i, -1, i, i, i, i, i, 0
(46) COc1cc([N+](=O)[O-])ccc1NC(=O)CN1CCOCC1
 : i, i, -12, i, -2, i, i, i, i, i, 1
(47) CC(C)(C)C(=O)NC(=S)NNC(=O)c1ccncc1
 : i, i, 0, i, 1, i, i, i, i, i, 10
(48) COC(C(=O)Nc1ccnn1C1CCN(Cc2ccc(Cl)s2)CC1)c1ccccc1 (stereo unspecified)
 : i, i, -5, i, -3, i, i, i, i, i, -1
(49) CC(=O)Nc1ccc(C(=O)NNC(=O)C2CC2)cc1
 : i, i, -5, i, -6, i, i, i, i, i, 4
(50) CN(C)S(=O)(=O)c1ccc(Cl)c(C(=O)NCCNC(=O)c2cc(S(=O)(=O)N(C)C)ccc2Cl)c1
 : i, i, -4, i, -1, i, i, i, i, i, -9
(51) CCOC(=O)c1cnc(-c2ccccc2)nc1Oc1ccc(C)cc1
 : i, i, -9, i, -1, i, i, i, i, i, 1
